From PubChem
NCI-60 one-dose screen, 48 h, at 10 µM unless noted. Numbers give growth in % (100 = growth as untreated, 0 = no growth, -100 = all killed).
CCRF-CEM – CCRF-CEM leukemia; 77,000 tested, 7% active
SK-MEL-28 – SK-MEL-28 melanoma. 81,000 tested, 4.1% active. AID 1794761
HOP-62 – HOP-62 NSCLC; 80,000 tested, 3.9% active
M14 – M14 melanoma; 80,000 tested, 6.2% active
SK-MEL-5 – SK-MEL-5 melanoma | AID 1794755 | 80,000 tested, 6.4% active
A549/ATCC – A549/ATCC NSCLC; 81,000 tested, 3.7% active
EKVX – EKVX NSCLC; 71,000 tested, 3% active; AID 1794765
HOP-92 – HOP-92 NSCLC cells. 71,000 tested, 6.3% active
* hit, by the source's call; . = not tested or not shown. How the source made its calls: active means growth percent below 10; inactive means the rest.

Start of the data: the first 2 entries, ahead of the listing:
SMILES	CCRF-CEM	SK-MEL-28	HOP-62	M14	SK-MEL-5	A549/ATCC	EKVX	HOP-92
O=C1CS/C(=N\c2nc(-c3ccccc3Cl)cc(-c3ccc(Cl)cc3Cl)n2)N1	86	102	88	94	103	91	.	85
CC1(C)CC(=O)c2c(Nc3ccccc3)n[nH]c2C1	83	108	110	110	102	86	114	112

The whole of this part, from the first entry:
SMILES	CCRF-CEM	SK-MEL-28	HOP-62	M14	SK-MEL-5	A549/ATCC	EKVX	HOP-92
O=C1CS/C(=N\c2nc(-c3ccccc3Cl)cc(-c3ccc(Cl)cc3Cl)n2)N1	86	102	88	94	103	91	.	85
CC1(C)CC(=O)c2c(Nc3ccccc3)n[nH]c2C1	83	108	110	110	102	86	114	112
O=C(COc1ccc(NC(=O)Nc2ccc(Cl)cc2)cc1)N=Nc1c(O)[nH]c2ccccc12	94	105	100	102	94	101	110	68
O=[N+]([O-])c1ccc2[nH]c(=S)n(/C=C(/c3ccc(Cl)cc3Cl)S(=O)(=O)Cc3ccc(Cl)cc3Cl)c2c1	103	110	90	94	101	83	93	112
Cc1[nH]c2ccccc2c1C(C[N+](=O)[O-])c1ccccc1Cl (stereo unspecified)	92	99	90	86	94	79	94	84
Oc1c(Cl)cc(Cl)cc1-c1ccn[nH]1	79	104	112	104	99	93	.	107
CCn1c(-c2cncc(CO)c2)nnc1N1CC(C)OC(C)(C)C1 (stereo unspecified)	.	102	99	100	99	101	99	97
CCCCSc1nc(NCCc2c[nH]c3ccccc23)c(C#N)c(-c2ccccc2)n1	8.3*	81	40	60	17	39	33	-1.7*
N=c1c2ccccc2nnn1-c1cccc(C(F)(F)F)c1	61	99	96	80	72	43	.	74
O=C1CCC(Nc2ccccn2)N1 (stereo unspecified)	93	105	94	105	97	86	112	85
CSSc1ccccc1	118	113	109	105	107	116	125	89
CCOC(=O)/C=C1/S/C(=N/NC(=O)COc2cc(=O)n(C)c3ccccc23)N(Cc2ccccc2)C1=O	116	101	89	92	96	98	108	93
O=C(/C(=C/c1ccc(Cl)cc1)Cc1nc2ccccc2[nH]1)c1nc2ccccc2[nH]1	82	113	101	105	104	100	95	.
O=C(OCc1ccccc1)c1ccc2c(c1)NC(=O)[C@@H]1CCCN21	102	110	109	95	111	95	101	108
Cc1[nH]c(C(=O)Nc2ccc(C(N)=O)cc2N2CCOCC2)c(Cl)c1Cl	97	108	101	102	98	94	93	.
NC(=O)c1cc2ccncc2c2ccccc12	.	121	124	102	100	101	106	107
CCOC(=O)CSC1=Nc2c(c(-c3ccccc3)c(-c3ccccc3)n2C2CCCCC2)C2=NCCN12	105	108	101	101	96	102	90	104
COc1ccc(-c2nnc(-c3nc4ccccc4nc3Cl)o2)cc1	98	110	103	102	99	118	104	99
Nn1c(N/N=C/c2ccc3[nH]ncc3c2)n[nH]c1=S	102	107	97	106	101	104	95	95
OCc1cc(CN2CCCCC2)c(O)c2ncccc12	29	61	36	36	74	58	65	72
Cc1ccc(-n2c(-c3cc(-c4cccnc4)n(-c4ccccc4)n3)n[nH]c2=S)cc1	107	118	94	.	104	118	106	.
O=C1c2ccccc2N2C(=O)CN(Cc3ccccc3)C(=O)C23C=CC1O3 (stereo unspecified)	102	105	109	93	99	112	101	85
Nc1c(C(=O)Nc2cccc3ncccc23)sc2nc3c(cc12)CN(Cc1ccccc1)CC3	70	82	73	90	19	90	76	74
CC(C)(C)c1ccc(NCc2cn(-c3ccc(C(=O)O)cc3)nc2-c2ccc(C#N)cc2)cc1	16	28	36	30	7.9*	24	-37*	-3.8*
CCn1c(=O)c2ncnnc2n(CC)c1=O	93	114	100	112	103	97	62	114
CCOC(=O)/C(C#N)=C\c1c(-c2cccc(NC(C)=O)c2)[nH]c2ccccc12	90	111	87	94	.	95	76	70
CCC(=O)Oc1ccc(/C(=C(\C)c2ccccc2)c2ccc(OCCCN(C)C)cc2)cc1	97	106	97	99	100	97	101	80
COc1ccc(CN2CCc3c(Sc4ccc(Cl)cc4)nc(N)nc3C2=O)c(OC)c1	81	102	124	100	85	88	101	49
O=C(O)CC(NC(=O)Cc1ccc(C(F)(F)F)cc1)c1cccc(Cl)c1 (stereo unspecified)	98	100	96	101	99	106	101	94
COc1ccc2c(c1)Oc1nc(N)c(C#N)c(N)c1C2Sc1ccc(C)cc1 (stereo unspecified)	-16*	-26*	100	.	-25*	76	19	-36*
CN1CCN(C(=O)Nc2ccc(Br)cc2)CC1	102	113	101	113	105	108	113	91
CNC(=O)c1cccc(Cn2nc(C)c(NC(=O)c3ccc(COc4ccc(C(F)(F)F)cc4C)cc3)c2C)n1	60	71	46	54	-6.2*	39	38	74
CC12CCC(/C(=C/NNc3ccc([N+](=O)[O-])cc3[N+](=O)[O-])C1=O)C2(C)C (stereo unspecified)	47	83	100	65	66	78	91	80
COc1ccc(O)c(CN2CC3CCC(CC3)C2)c1	106	132	100	105	119	101	95	90
CCOC(=O)c1c(SC)n[nH]c1N	113	101	92	97	99	116	104	136
Cn1c(N2CCN(Cc3ccccc3)CC2)nc(-c2ccccc2)c(C#N)c1=O	100	107	105	109	97	106	101	78
CCc1ccc(NC(=O)N[C@@H](Cc2cc(F)cc(F)c2)C(=O)N[C@@H]2C(=O)N3C[C@H](O)C[C@H]3C(=O)N3CCOC[C@H]3C(=O)N[C@@H](C)C(=O)N3C[C@H](C)C[C@H]3C(=O)O[C@H]2C)cc1	51	40	73	85	85	79	79	10
N=C(N)c1ccc(-c2ccc(-c3ccc4ccccc4c3)s2)s1	-28*	93	87	40	84	-36*	52	29
CCCCCCCC/C=C/CCCCCCCC1=NC(C)(C)CN1c1ccccc1	64	103	100	100	92	92	105	.
O=C1c2ccccc2C(=O)c2cc(SC(=S)N3CCOCC3)c(Cl)cc21	79	103	110	95	88	104	113	125
COc1ccc(C(=O)/C=C/c2cc3c(cc2Br)OCO3)cc1S(N)(=O)=O	5.4*	28	-38*	-71*	.	0.5*	4.6*	15
c1ccc2c(c1)Nc1ccc3ccccc3c1S2	69	97	86	95	77	79	.	84
Cc1cc(C)c2c(=O)c(C(N)=O)cn3c2c1C(=O)CC3	87	108	91	99	105	99	90	98
CCOC(=O)c1sc(NC(=O)c2ccc(O)cc2)nc1C	61	.	68	71	.	63	34	41
C/C(=N/O)c1ccc(NC(=O)CSc2nnc(-c3cc(-c4ccc(Cl)cc4)nc4ccccc34)n2-c2ccccc2)cc1	105	109	69	91	94	68	71	98
OCCNc1nc(NCCO)nc(Nc2ccc(C3=NN(c4cc(Cl)cc(Cl)c4)C(c4ccccc4)C3)cc2)n1 (stereo unspecified)	24	50	29	46	52	36	59	72
CC(=O)c1ccccc1NC(=O)C(C)(c1ccccc1)c1ccccc1	77	111	40	100	6.2*	.	93	86
Clc1cccc(CSc2ncnc3nc[nH]c23)c1	98	105	89	97	99	90	92	89

2 neighbouring entries out of the list so far:
SMILES	CCRF-CEM	SK-MEL-28	HOP-62	M14	SK-MEL-5	A549/ATCC	EKVX	HOP-92
O=C1CS/C(=N\c2nc(-c3ccccc3Cl)cc(-c3ccc(Cl)cc3Cl)n2)N1	86	102	88	94	103	91	.	85
CC1(C)CC(=O)c2c(Nc3ccccc3)n[nH]c2C1	83	108	110	110	102	86	114	112

Further structures follow:
SMILES	CCRF-CEM	SK-MEL-28	HOP-62	M14	SK-MEL-5	A549/ATCC	EKVX	HOP-92
O=c1oc2ccc(Br)cc2cc1-c1cs/c(=N/N=C\c2ccc(Cl)cc2)n1/N=C/c1ccc(Cl)cc1	94	106	102	.	101	86	100	95
O=C(Sc1ccc2ccccc2c1CN1CCCCC1)c1ccc([N+](=O)[O-])cc1	.	107	103	97	73	94	80	83
O=C(O)c1cc(N=Nc2ccc(N=Nc3c(Nc4ccccc4)ccc4cc(S(=O)(=O)O)cc(O)c34)cc2)ccc1O	104	110	97	106	101	96	103	101
CC(C)CCC[C@@H](C)[C@H]1CC[C@H]2[C@@H]3CC[C@H]4C[C@@H](CCC=C(c5cc(Cl)c(O)c(C(=O)O)c5)c5cc(Cl)c(O)c(C(=O)O)c5)CC[C@]4(C)[C@H]3CC[C@]12C	49	.	120	122	115	106	109	.
CCOC(=O)C(C)(C)C(=O)OCC	.	102	106	97	102	106	.	.
CC(C)Cc1ccc(C(C)C(=O)NCc2ccc(Cn3c(=O)sn(-c4ccccc4)c3=O)cc2)cc1 (stereo unspecified)	109	108	.	103	96	100	90	100
O=C(Nc1sc2c(c1C(=O)O)CCCC2)c1ccc(F)cc1	95	96	107	102	106	104	107	94
C/C(=C(/C)C1CC1CCN(C(=O)c1ccc([N+](=O)[O-])cc1)S(=O)(=O)c1ccc(C)cc1)C1CCCCC1 (stereo unspecified)	94	101	109	98	99	98	82	-49*
COc1ccc(-c2nc3ncccn3c2-c2nnc(-c3ccc(OC)c(OC)c3)o2)cc1	86	77	103	102	83	90	87	.
Nc1sc2c(c1-c1nc3ccccc3s1)CCCC2	91	110	77	96	90	89	67	97
CC1CSC(=C(C#N)C#N)S1 (stereo unspecified)	105	106	101	103	107	85	102	106
COc1ccc(C2C3=C(COC3=O)N(CCO)c3cc4c(cc32)OCO4)cc1OC (stereo unspecified)	65	89	71	69	68	91	96	69
O/N=C\c1cc(-c2cccc3ccccc23)on1	99	109	94	98	95	91	.	91
CCCCCc1c(C)[nH]c(/C=C2\N=C(c3ccc[nH]3)C=C2CC)c1C	-58*	-97*	-72*	-97*	-97*	-86*	-90*	-92*
COc1ccc(C2c3[nH]c4ccc(Cl)cc4c3CCN2C(=O)CO)cc1 (stereo unspecified)	44	63	55	49	39	40	67	69
C=C(C)[C@@H]1CC[C@]2(C(=O)NCC(=O)OC)CC[C@]3(C)[C@H](CC[C@@H]4[C@@]5(C)C/C(=C/c6ccco6)C(=O)C(C)(C)[C@@H]5CC[C@]43C)[C@@H]12	69	45	72	61	32	68	91	97
Cc1ccc2c(C3NCCc4c3[nH]c3ccccc43)cc(=O)oc2c1 (stereo unspecified)	97	.	111	97	99	98	84	77
COc1ccc2c(c1)CCCC2(O)C#CC1(O)CCCc2cc(OC)ccc21 (stereo unspecified)	123	112	86	108	92	95	97	79
CC(O)(CO)CCl (stereo unspecified)	43	110	104	101	100	100	105	101
O=C(Nc1ccc(Cl)cc1)C1(C(=O)Nc2ccc(Oc3ncnc4scc(Nc5n[nH]c(=S)s5)c34)cc2)CC1	85	107	90	95	95	93	78	.
O=C1NC(=O)C(c2ccccc2)=C1Nc1ccc(C(=O)Nc2ccccc2)cc1	116	98	99	98	81	91	87	87
O=C1/C(=C\c2ccccc2)CN(C(=O)c2ccccc2)C/C1=C\c1ccccc1	-0.8*	-7.7*	37	-49*	-23*	61	.	.
CN1C(=O)/C(=C/C=C/c2ccco2)SC1=S	61	84	94	45	40	72	87	99
O=C(/C=C/c1ccc(Br)cc1)c1cccc(OCCCOc2cccc(C(=O)/C=C/c3ccc(Br)cc3)c2)c1	100	106	107	103	100	95	96	99

Two compounds drawn at random from the list so far, as already listed:
SMILES	CCRF-CEM	SK-MEL-28	HOP-62	M14	SK-MEL-5	A549/ATCC	EKVX	HOP-92
O=C1NC(=O)C(c2ccccc2)=C1Nc1ccc(C(=O)Nc2ccccc2)cc1	116	98	99	98	81	91	87	87
O=C(Nc1ccc(Cl)cc1)C1(C(=O)Nc2ccc(Oc3ncnc4scc(Nc5n[nH]c(=S)s5)c34)cc2)CC1	85	107	90	95	95	93	78	.

Carrying on:
SMILES	CCRF-CEM	SK-MEL-28	HOP-62	M14	SK-MEL-5	A549/ATCC	EKVX	HOP-92
CCOC(=O)CCCCCCCCC(=O)Cl	.	103	107	103	103	94	.	80
Cc1nc2c(C)c(C(=O)Nc3ccccc3F)sc2c(=O)[nH]1	106	113	104	111	114	99	103	.
CC(=O)C1=C(C)NC(NN)=NC1c1cccc(Cl)c1 (stereo unspecified)	97	106	99	.	106	110	96	100
O=c1[nH]cc(-c2ccccc2)c(=O)[nH]1	107	163	101	106	102	100	93	105
O=C(O)CNC(=O)c1nc(-c2ccccc2)n(-c2ccccc2)n1	.	104	.	103	106	88	97	.
Cc1nn(-c2ccccc2)c(Cl)c1-c1cc(-c2ccc(Cl)cc2)nc(-c2ccc(Cl)cc2)c1	.	104	115	101	113	105	108	.
C=CCNc1nnc(CN2CCN(c3cc4c(cc3F)c(=O)c(C(=O)O)cn4C3CC3)CC2)o1	103	103	101	95	108	104	114	102
Cc1c(C(=O)OCCO)cc(-c2ccc(Cl)cc2)n1-c1cccc(O)c1	97	105	100	87	87	83	88	92
CCOc1cc2c(cc1OCC)C(c1cc3c(cc1Br)OCO3)NCC2 (stereo unspecified)	83	107	86	114	.	97	90	49
COc1ccc(N=C2C=CC(=O)O2)cc1	81	102	97	101	100	104	100	82
O/N=C(\CSc1nnc(-c2cc(-c3ccc(Cl)cc3)nc3ccccc23)n1-c1ccccc1)c1ccccc1	109	104	95	106	103	94	101	90
O=S(=O)(c1ccc(NC(=S)NCc2ccncc2)cc1)N1CCCCC1	81	91	101	102	94	79	.	78

Some of these compounds in order of length of the SMILES, descending:
SMILES	CCRF-CEM	SK-MEL-28	HOP-62	M14	SK-MEL-5	A549/ATCC	EKVX	HOP-92
O/N=C(\CSc1nnc(-c2cc(-c3ccc(Cl)cc3)nc3ccccc23)n1-c1ccccc1)c1ccccc1	109	104	95	106	103	94	101	90
C=CCNc1nnc(CN2CCN(c3cc4c(cc3F)c(=O)c(C(=O)O)cn4C3CC3)CC2)o1	103	103	101	95	108	104	114	102
O=S(=O)(c1ccc(NC(=S)NCc2ccncc2)cc1)N1CCCCC1	81	91	101	102	94	79	.	78

Additional results.
SMILES	CCRF-CEM	SK-MEL-28	HOP-62	M14	SK-MEL-5	A549/ATCC	EKVX	HOP-92
CCOC(=O)c1c(C=O)nc2ccccc2c1/C=C/c1ccccc1	81	111	100	95	92	94	85	96
CC(C)(C)Nc1c(-c2cccnc2)nc2sccn12	90	114	102	106	97	97	103	95
C[N+]1(C)CCC(c2ccccc2)(c2ccccc2)C(=O)C1	105	106	95	105	100	96	95	120
O=C1NC(=O)C2(CC(C(=O)Nc3ccc(I)cc3)Oc3ccc(F)cc32)N1 (stereo unspecified)	.	104	100	107	101	105	98	103
